High-throughput results deposited in PubChem BioAssay by several laboratories.
MC4R barr agon: activates human MC4R beta-arrestin recruitment. P32245. U2OS MC4R beta-arrestin complementation, luminescence; percent of melanotan II response, DMSO zero. activation, % at 8.9 µM. actives 0.98% (n = 360,000). AID 540308;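 active = activation above a per-plate cutoff, the mean activation of sample wells on that plate plus 3 SD, cut at about 8% in these data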
Target sequence (P32245 whole entry, looked up): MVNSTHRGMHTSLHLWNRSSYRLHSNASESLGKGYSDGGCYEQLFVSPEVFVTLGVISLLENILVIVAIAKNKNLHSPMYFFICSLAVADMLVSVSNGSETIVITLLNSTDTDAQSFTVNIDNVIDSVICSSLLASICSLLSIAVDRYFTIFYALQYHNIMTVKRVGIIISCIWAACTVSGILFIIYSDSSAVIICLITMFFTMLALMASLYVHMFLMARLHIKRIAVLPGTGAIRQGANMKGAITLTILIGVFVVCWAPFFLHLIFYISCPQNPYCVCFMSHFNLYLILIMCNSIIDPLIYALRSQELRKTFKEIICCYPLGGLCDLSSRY
MC4R antag cAMP: blocks human MC4R cAMP signaling. P32245. MC4R-expressing cells, MTII-stimulated cAMP, LANCE TR-FRET. inhibition, % at 6.5 µM. actives 0.48% (n = 360,000). AID 540295;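 active = inhibition above its plate's cutoff, the mean of tested wells on that plate plus 3 SD, cut at about 29% in these data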;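 note: 0% = Melanotan II alone and 100% = Melanotan II plus saturating MCL0020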
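Material: U2OS-MC4R stable cell line | Reagent: Melanotan II challenge after compound preincubation | Doses: One concentration, 6.5 µM nominal | Incubation: 30-min compound preincubation, 1-h Melanotan II challenge, 1-h detection, room temperature | Signal: TR-FRET cAMP assay | Replicates: One well per compound, no replicates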
PDI turbidity: PDI (human) enzyme inhibition | PDI insulin aggregation turbidity, A650, 90 min | inhibition, % at 10 µM | AID 588391 | actives 0.052% (n = 350,000) | P07237;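 active = mean inhibition across replicates of 30% or more, whatever share of single replicates reach that level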;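 note: absorbance from insulin aggregation driven by PDI reduction with DTT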
Target sequence (P07237 whole entry, looked up): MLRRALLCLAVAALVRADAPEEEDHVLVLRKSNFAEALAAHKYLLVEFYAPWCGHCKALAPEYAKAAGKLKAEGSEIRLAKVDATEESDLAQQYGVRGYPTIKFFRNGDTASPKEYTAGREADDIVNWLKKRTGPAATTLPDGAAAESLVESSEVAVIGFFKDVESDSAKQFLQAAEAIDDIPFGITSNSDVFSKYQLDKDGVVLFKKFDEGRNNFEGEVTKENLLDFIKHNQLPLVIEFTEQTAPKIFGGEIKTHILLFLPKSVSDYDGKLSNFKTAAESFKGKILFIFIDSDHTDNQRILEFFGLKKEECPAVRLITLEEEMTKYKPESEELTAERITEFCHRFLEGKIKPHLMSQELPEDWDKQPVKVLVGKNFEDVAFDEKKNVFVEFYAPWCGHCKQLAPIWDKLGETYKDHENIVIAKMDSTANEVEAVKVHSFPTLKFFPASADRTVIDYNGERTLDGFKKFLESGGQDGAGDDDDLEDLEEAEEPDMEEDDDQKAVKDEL
m5-HT2A agonist: activates the mouse 5-HT2A serotonin receptor. P35363. CHO-K1 mHTR2A beta-arrestin complementation, luminescence; percent of 30 µM serotonin response. AID 624169. activation, % at 7.6 µM. actives 0.66% (n = 360,000);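 active = activation above a run cutoff, the mean activation of all tested compounds plus 3 SD, cut at about 14% in these data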;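 note: 0% = plate median of compound wells and 100% = 30 µM serotonin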
N-glyco inh: blocks N-linked glycosylation in D54 reporter cells | D54 ERlucT glycosylation luciferase reporter, 24 h; percent of 100 nM tunicamycin response | reporter increase, % at 12.5 µM | actives 0.23% (n = 360,000) | AID 588692;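 active = mean luciferase reporter signal, scaled so untreated is 0 and the glycosylation-blocking control 100, at or above a set limit in every replicate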;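 note: luciferase carries N-glycosylation sites so blocking glycosylation raises the light; 0% = median of neutral control wells and 100% = median of 100 nM tunicamycin wells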
ABCB6 inh 2: blocks the human ABCB6 transporter; K562-ABCB6 porphyrin accumulation, flow cytometry, 1 h; stronger effect = lower value; fluorescence ratio to DMSO, % at 10 µM; actives 0.19% (n = 360,000);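 active = fluorescence ratio to DMSO below 75%, the collection mean minus 3 SD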;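 note: signal is porphyrin accumulated inside mitochondria; 100% equals median channel fluorescence of DMSO control wells; lower ratio means ABCB6 inhibition with less porphyrin fluorescence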
Cardio protect: myocardial damage modulation in H9c2 cells. H9c2 cardiomyocytes, H2O2 injury protection, ATPLite, 2 h. protection from H2O2 cell death, % at 20 µM. actives 0.63% (n = 360,000);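 active = compounds giving at least 50% protection of heart cells from peroxide-induced death in the single-dose screen, raw or plate-pattern-corrected value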;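 note: 0% = DMSO wells with peroxide and 100% = DMSO wells without peroxide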
Vif inh: blocks HIV Vif function. HEK293T cells, Vif self-association by quenched fluorescence, imaging, 24 h. inhibition, % at 7.49 µM. actives 0.35% (n = 340,000); in the data active = inhibition above about 50%, passing the limit was not always enough; note: some results filed as inactive read as strong as hits
CaV13 ICDI inh: Primary screen for inhibitors of IQ motif and Ca2+-dependent inactivation inhibitor domain binding in CACNA1D, Förster resonance energy transfer in living cells, …; inhibition, % at 12.3 µM; HEK cells, CFP/YFP FRET ICDI-IQ, plate reader, 10 min; percent FRET-ratio fall versus neutral wells; actives 0.098% (n = 340,000);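 active = mean replicate inhibition of at least 30% and at least 1% of replicates passing that level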;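 note: 0% = median of the neutral control wells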
aDG glyco up: alpha-DG glycosylation activation. AID 624168. activation, % at 10 µM. Pro5-aDG cells, alpha-DG glycosylation AlphaScreen (IIH6); 0% Pro5, 100% B10-LARGE cell signal. actives 0.22% (n = 360,000);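 active = activation of at least 8% versus controls, or a plate z-score of at least 8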;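 note: Pro5 are CHO cells carrying HIG-tagged alpha-DG that lacks glycosylation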
Active calls of the source: *; x = not tested or not shown.

SMILES	MC4R barr agon	MC4R antag cAMP	PDI turbidity	m5-HT2A agonist	N-glyco inh	ABCB6 inh 2	Cardio protect	Vif inh	CaV13 ICDI inh	aDG glyco up
COCC(C)NC(=O)CSc1nnc(-c2cccc(S(=O)(=O)N3CCCCC3)c2)o1 (stereo not drawn)	4.6	-5	-7	4	0	85	8	3	-3	0.1
O=C(NC1CC1)c1ccc(Cl)c(S(=O)(=O)N2CCOCC2)c1	-1.8	9	-5	3	-3	104	-1	9	-2	0.3
CSc1nc(N)nc2c1ncn2CC(=O)NCCCN1CCCC1=O	1.0	-4	9	4	2	94	14	1	-6	0.0
COc1ccc(Cl)cc1NC(=O)CSc1nc2sccc2c(=O)[nH]1	-1.3	4	-2	1	1	95	1	2	-4	0.1
Cc1ccc(-c2nnc(SCC(=O)NNC(=O)COc3ccccc3C)n2C)cc1	0.4	5	-2	4	4	95	-4	1	-2	-0.1
Fc1cccc(CN2CCC(Cc3ccccc3)CC2)c1	0.0	2	6	-7	-2	101	2	-4	4	0.1
CCCn1c(C)cc(C(=O)CN2C(=O)NC3(CCCCCC3)C2=O)c1C	0.6	9	1	6	-2	101	-8	-22	-6	-0.4
COc1ccc(NC(=O)COC(=O)Cn2nnc3ccccc32)cc1	-0.8	7	2	4	-3	95	1	-5	-2	0.0
Cc1cc(NC(=O)CSc2nnc3c(C)cc4ccccc4n23)no1	0.6	-3	-7	-1	3	92	14	10	-9	0.0
N/C(=N\OC(=O)CCC1CCCCC1)c1cccnc1	-2.3	-3	0	-2	-2	100	-2	-1	-4	-0.1
COc1ccccc1CCNC(=O)CSc1ccc(-c2cccs2)nn1	-1.3	10	0	-7	-1	94	7	-1	-3	0.0
O=C(N/N=C/c1ccc(O)c(O)c1)c1cc(-c2ccccc2)nc2ccccc12	-1.6	4	6	-10	-4	101	61*	10	-20	0.0
CCN(CC)C(=O)C1=C(C)NC(=S)NC1c1cccs1 (stereo not drawn)	-2.2	-1	-4	2	0	100	-2	-1	1	0.0
CSc1nc2ncc(-c3ccsc3)c(N)n2n1	-2.9	5	-3	0	0	96	0	1	-4	-0.3
COCc1cc(C)nc(OCC(=O)N/N=C/c2ccc(C)cc2)c1C#N	0.3	6	-1	7	6	102	1	-8	-2	0.2

A different layout for 3 compounds above:
canonical_smiles,MC4R barr agon,MC4R antag cAMP,PDI turbidity,m5-HT2A agonist,N-glyco inh,ABCB6 inh 2,Cardio protect,Vif inh,CaV13 ICDI inh,aDG glyco up
COCC(C)NC(=O)CSc1nnc(-c2cccc(S(=O)(=O)N3CCCCC3)c2)o1 (stereo not drawn),4.6,-5,-7,4,0,85,8,3,-3,0.1
COc1ccc(Cl)cc1NC(=O)CSc1nc2sccc2c(=O)[nH]1,-1.3,4,-2,1,1,95,1,2,-4,0.1
Fc1cccc(CN2CCC(Cc3ccccc3)CC2)c1,0.0,2,6,-7,-2,101,2,-4,4,0.1

(further entries)
SMILES	MC4R barr agon	MC4R antag cAMP	PDI turbidity	m5-HT2A agonist	N-glyco inh	ABCB6 inh 2	Cardio protect	Vif inh	CaV13 ICDI inh	aDG glyco up
COc1ccc(S(=O)(=O)NCCc2c(C)nn(C)c2Oc2ccccc2)cc1	-1.6	4	-2	0	-4	98	-8	-5	-3	0.1
COC(=O)C1=NN(c2ccccc2OC)C2C(=O)N(c3ccccc3OC)C(=O)C12 (stereo not drawn)	-1.3	4	3	1	1	102	4	x	-5	-0.1
COc1ccnc(Oc2ccc(F)cc2)c1C(=O)N/C=N/OCc1ccccc1	0.4	17	-3	-8	2	102	3	1	-4	-0.3
O=C(Nc1ncccc1O)c1ccc2c(c1)OCCO2	-2.0	13	-2	-2	3	99	-6	x	-16	-0.5
CCn1c(SCC(=O)NC2CCS(=O)(=O)C2)nnc1-c1ccccc1 (stereo not drawn)	-0.4	0	5	4	3	92	0	-4	6	0.0
Cc1nc2c(Cl)c(C)nn2c2c1CCC2	-0.9	19	-1	-3	1	97	-7	24	-2	0.4
COc1ccc(-c2nn(-c3ccccc3)cc2C2CC(c3cccs3)=NN2C(=O)CCCC(=O)O)cc1 (stereo not drawn)	0.3	-5	6	5	4	103	1	-12	-7	0.0
COCC(=O)n1nc(-c2ccccc2)nc1NCc1ccccc1	-3.9	5	13	-2	-1	97	-4	3	2	0.1
CCOc1ccc(OCCSc2nc3ccccc3n2CC(=O)O)cc1	-0.8	7	-12	-5	1	94	1	9	-6	-0.1
CC(=NNC(=S)N1CC2CCC(CC2)C1)c1cccc(C)n1	-0.9	-1	4	3	-6	116	8	-8	-7	-0.1
CCOC(=O)c1[nH]c2ccccc2c1NC(=O)CN(C)C	-0.4	-4	-7	-2	0	98	12	7	x	0.0
Cc1ccc(C(=O)COC(=O)c2nc3nccc(C)n3n2)c(C)c1	-1.2	-1	5	7	1	97	0	1	-5	0.0
O=C(Nc1ccc(N2CCN(C(=O)c3ccccc3)CC2)cc1)c1ccc2c(c1)OCCO2	-3.7	-2	-2	2	-10	92	0	-5	-6	0.2
Nn1c(SCC(=O)NCc2ccccc2)nnc1C1CC1	0.6	-1	-1	0	3	104	0	15	-9	-0.4
COCc1c(C(=O)N2CCN(Cc3ccc4c(c3)OCO4)CC2)oc2ccccc12	-1.1	1	3	0	-3	101	0	-3	-2	0.1
O=C(NNC(=O)C1CC=CCC1)c1ccccc1Cl (stereo not drawn)	0.2	2	9	5	0	92	3	-1	-20	-0.1
CC1(C(=O)Nc2ccc3c(c2)OCO3)CC1(Cl)Cl (stereo not drawn)	-3.3	-3	2	6	x	101	4	x	x	0.4
CCOc1ccc(NC(=O)CSc2nc(=O)n(Cc3ccccn3)c3c2CCC3)cc1	-1.3	2	-2	5	-3	96	-1	-1	-2	-0.2
CC(C)CCNC(=O)C(=O)NCCC1=CCCCC1	0.1	3	-4	0	0	96	0	3	-19	0.0
COCCCN1C(=O)c2ccc(C(=O)OCC(=O)NCc3ccccc3OC)cc2C1=O	-0.4	9	-15	-1	0	106	5	2	-3	0.3
CN(CC(=O)Nc1ccc(F)cc1)C(=O)c1ccc(-c2ccc(Cl)cc2)o1	-2.6	8	13	8	-2	95	-2	-6	-5	5.4
COC(=O)C1=C(C(=O)OC)C(C(=O)OC)N2C=CC=CC2=C1C(=O)OC (stereo not drawn)	x	x	x	2	2	98	-1	x	-11	-0.1
COc1ccc(-c2cn(CCO)c(CCN)n2)cc1	0.7	11	-17	0	1	98	2	2	-4	-0.1
Cc1ccc(NC(=O)N2CCCC2c2cccs2)cc1 (stereo not drawn)	-2.0	9	-3	-2	-1	101	4	3	-6	-0.2
Cn1c2c(c(O)c(-c3ccccc3)c1=O)C(=O)CC(C)(C)C2	-1.1	-5	5	4	-3	98	4	3	-4	-0.2
CCN1C(=O)/C(=c2\sc3nc(=O)c(Cc4ccccc4)nn3c2=O)c2ccccc21	2.2	0	16	3	1	109	2	6	-5	-0.1
O=C1CNC(=S)N1CCc1ccccc1Cl	0.9	6	-11	3	0	93	1	3	-4	0.0
Cc1cc(C(=O)Nc2nc3ccc(Cl)cc3s2)nn1C	0.8	6	-4	-4	-7	96	-1	-4	-16	-0.2
CCOc1ccc(NC(=O)CN(C)C(=O)CN2C(=O)C3CC=CCC3C2=O)cc1OCC (stereo not drawn)	-2.0	-2	-5	7	-1	93	0	11	-5	-0.4
Cc1cc(Nc2ccccc2)n(CCO)n1	2.5	-6	-4	8	0	94	4	-20	-5	0.6
CCC(Oc1ccccc1)C(=O)Nc1ccc(S(=O)(=O)N2CCOCC2)cc1 (stereo not drawn)	-0.4	0	0	-6	1	94	2	2	-9	-0.2
CC(C)(C)C(=O)Cn1c(=O)n(CC2CCCO2)c(=O)c2ccccc21 (stereo not drawn)	-2.1	5	-1	1	-1	102	7	-5	-7	0.2
Clc1cccc(CNc2nc(-c3cccnc3)nc3ccccc23)c1	7.5	1	-8	0	3	99	-2	-6	-1	0.4
CCN(CC)CC(=O)NCC1(c2ccccc2)CCOCC1	-3.3	0	1	7	3	84	0	-4	-4	0.0
Cc1cccc(C)c1OCc1cc(C(=O)N2CCN(c3ccccc3)CC2C)no1 (stereo not drawn)	2.7	6	0	-5	1	90	-4	-9	-6	2.9
Cn1cc(/C=C/C(=O)N2CCCC(C(=O)c3ccc(C(C)(C)C)cc3)C2)cn1 (stereo not drawn)	1.1	12	-3	-2	-1	89	-6	0	7	0.3
O=C(Cc1ccccc1F)Nc1cccc(S(=O)(=O)N2CCCCC2)c1	-2.0	7	3	-5	0	92	5	-2	-7	0.6
C[n+]1ccccc1/C=C/c1ccc2ncccc2c1	-0.5	-6	1	0	-2	102	2	-8	-3	0.2
CN1CCN(C(=O)C2=C[C@@H](c3ccc(C(F)(F)F)cc3)C[C@@H](OCc3ccc(CO)cc3)O2)CC1	-0.6	6	3	-5	-1	98	3	-3	-12	-0.1
COc1cc(C(c2oc(CO)cc(=O)c2O)c2oc(CO)cc(=O)c2O)cc(OC)c1OC	-1.9	8	1	0	0	99	-2	-6	-2	-0.3
Cn1c(N)c(C(=O)COC(=O)c2ccccc2C(F)(F)F)c(=O)n(C)c1=O	-1.2	4	-2	-10	1	98	-3	-5	-5	0.1
Cc1cnc(C(=O)N2CCc3c([nH]c4ccccc34)C2c2ccc(F)cc2)cn1 (stereo not drawn)	-0.9	13	-4	3	-5	107	1	x	3	-0.4
Cc1sc(NC(=O)CCS(=O)(=O)c2ccccc2)c(C#N)c1C	-2.9	7	-4	2	-5	96	-1	5	-7	0.6
CCc1cc(C(=O)N2CCCC(CNS(=O)(=O)c3cccs3)C2)n(C)n1 (stereo not drawn)	-1.8	-3	-6	1	-1	97	-4	1	-6	0.5
CCOc1cc(/C=C2\SC(=O)N(CC(=O)Nc3ccccc3F)C2=O)cc([N+](=O)[O-])c1O	-1.6	2	18	1	-2	98	-8	2	-4	0.6
O=C(N/N=C/c1ccoc1)c1ccccc1Br	-4.5	2	-2	5	0	98	8	-3	x	-0.1
COc1ccc(NS(=O)(=O)c2ccc(N3CCOCC3)c(NC(=O)c3ccccc3Cl)c2)cc1	0.3	11	2	-3	3	97	-1	0	-3	-0.1
Cc1ccc(C(=O)c2cc([N+](=O)[O-])ccc2N2CCN(C)CC2)cc1	-0.7	9	-5	-11	14	102	0	12	-2	-0.6
Nc1nonc1C(=O)NCCNCc1cc(Br)ccc1OCc1ccc(F)cc1	-0.7	10	-1	-10	-1	94	-20	-10	-5	5.7
COC(=O)C(NC(=O)C(NC(=O)c1ccccc1)C(C)C)C(C)C (stereo not drawn)	-0.2	6	-3	0	3	95	3	-1	-6	-0.3
NC1=C(Cl)C(=O)c2ccccc2C1=O	0.5	-33	1	17*	-14	98	-15	-5	-7	22*
Cc1ccc(S(=O)(=O)N2CCOC2CNC(=O)C(=O)NCCc2ccc(S(N)(=O)=O)cc2)cc1 (stereo not drawn)	1.3	0	-1	1	1	100	-7	-3	-3	0.1
OCCN(Cc1ccccc1)CC(O)COc1ccc2c(c1)OCO2 (stereo not drawn)	-1.0	10	10	1	-1	110	-3	-18	-21	0.0
